Assay outcomes as filed in PubChem BioAssay.
Shiga inhibitor: inhibitors of Shiga toxin in Vero cells. Vero cells, Shiga toxin protein synthesis inhibition reporter. inhibition, % at 38.7 µM. 9.2% of 290,000 active; in the data active = inhibition mostly above about 28%, no sharp cut-off; inactive = mostly below about 43%; note: 0% is about no effect
AmpC inh no detg: AmpC beta-lactamase inhibition without detergent. 0.52% of 330,000 active. AID 485341. P00811. Potency, µM (titrated, usually from 57.1 µM), without a hit: at the top dose activity change, negative = inhibition, actives largely listed as inhibitors. AmpC nitrocefin hydrolysis, absorbance 480 nm, 0.0001% Triton;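 note: potency is the fitted concentration of half-maximal effect; plate controls were no compound for no effect and no enzyme for full effect; nearly all actives have a fitted effect of over 20% in size; some results filed as inactive show a strong effect at the top dose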
Target sequence (P00811 whole entry, looked up): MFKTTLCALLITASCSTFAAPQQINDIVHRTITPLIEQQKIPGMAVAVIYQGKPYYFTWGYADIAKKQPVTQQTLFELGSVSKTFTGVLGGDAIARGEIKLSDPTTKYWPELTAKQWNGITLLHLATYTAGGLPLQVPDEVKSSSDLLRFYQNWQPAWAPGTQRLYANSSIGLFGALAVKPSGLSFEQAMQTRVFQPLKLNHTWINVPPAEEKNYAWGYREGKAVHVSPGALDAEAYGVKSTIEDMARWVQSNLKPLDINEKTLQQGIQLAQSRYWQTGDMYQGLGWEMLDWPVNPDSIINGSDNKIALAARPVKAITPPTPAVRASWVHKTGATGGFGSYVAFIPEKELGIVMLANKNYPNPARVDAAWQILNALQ
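20 mM phosphate pH 7.0 + 0.01% (detergent screen) or 0.0001% Triton X-100; 5.3 nM AmpC reagent; cpd preinc 15 min RT; nitrocefin (800 uM stock) to start; A480 q20 s × 4 min; Activity was normalised to no-enzyme and no-compound control wells.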
Pf growth 96h: P. falciparum growth inhibition at 96 hour, primary screen for plastid delayed-death inhibitors; P. falciparum luciferase reporter growth, 96 h; Potency, µM (titrated, usually from 28.7 µM), for the others: top-dose activity change, negative = inhibition, hits mostly inhibitors; 6.9% of 320,000 active; note: potency is the fitted concentration of half-maximal effect; % is set by controls: 0 for no effect and ±100 for the full control effect
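Plates of compound plus infected erythrocytes (2% hematocrit, 0.05% parasitemia final) incubate 96 hours, 37 C, 5% CO2. Detection reagent added; reduced luminescence from the parasites' luciferase reporter flags inhibition.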
Pf growth 48h: P. falciparum growth inhibition at 48 hours (one generation). P. falciparum luciferase growth in erythrocytes, 48 h. Potency, µM (highest dose often 28.7 µM), without a hit: top-dose activity change, negative = inhibition, usual class: inhibitors. 5.9% of 310,000 active; note: potency is the fitted concentration of half-maximal effect; % is set by controls: 0 for no effect and ±100 for the full control effect
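Cell-based growth assay: transgenic P. falciparum expressing firefly luciferase, cultured in red cells within RPMI 1640 containing 0.5% w/v Albumax, 24 mM bicarbonate and gentamycin. A drop in luciferase activity indicates inhibition.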
Tb PYK inh: inhibitors of Trypanosoma brucei pyruvate kinase. Q57TT1. TbPYK enzyme, Kinase-Glo Plus ATP luminescence, 45 min. Potency, µM (highest dose often 76.8 µM), inactives show top-dose activity, negative = inhibition, actives largely listed as inhibitors. 0.12% of 410,000 active. AID 624173; note: potency is the fitted concentration of half-maximal effect; % is set by controls: 0 for no effect and ±100 for the full control effect; nearly all actives have a fitted effect of over 50% in size
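TbPYK + substrate in 50 mM TEA pH 7.2, 100 mM KCl, 10 mM MgCl2, 0.05% BSA, 0.01% Tween-20; cpd pinned; ADP 130 uM final; 45 min RT; Kinase-Glo Plus 10 min; luminescence endpoint.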
LmPK inhibitor: blocks Leishmania mexicana pyruvate kinase activity | Q27686 | purified LmPK, Kinase-Glo ATP luminescence, 1 h | Potency, µM (highest dose often 57.5 µM), for inactives: at the top dose activity change, negative = inhibition, usual class: inhibitors | 0.37% of 290,000 active | AID 1721; note: potency is the fitted concentration of half-maximal effect; % is set by controls: 0 for no effect and ±100 for the full control effect
Target sequence (Q27686 whole entry, looked up): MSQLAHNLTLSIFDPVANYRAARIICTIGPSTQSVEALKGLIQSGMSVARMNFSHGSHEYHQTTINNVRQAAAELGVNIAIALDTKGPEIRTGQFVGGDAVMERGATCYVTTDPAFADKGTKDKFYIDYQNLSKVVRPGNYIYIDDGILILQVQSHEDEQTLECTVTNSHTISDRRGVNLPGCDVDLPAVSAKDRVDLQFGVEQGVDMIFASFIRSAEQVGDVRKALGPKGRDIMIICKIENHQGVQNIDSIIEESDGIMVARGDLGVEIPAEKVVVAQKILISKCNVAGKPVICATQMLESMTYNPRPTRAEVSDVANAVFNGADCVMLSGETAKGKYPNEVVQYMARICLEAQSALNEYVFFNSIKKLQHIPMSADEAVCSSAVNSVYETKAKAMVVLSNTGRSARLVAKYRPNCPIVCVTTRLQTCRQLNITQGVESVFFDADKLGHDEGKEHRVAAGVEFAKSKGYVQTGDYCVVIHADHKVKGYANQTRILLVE
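Screened at intermediate enzyme activity to detect both inhibitors and activators: LmPK at 0.1 nM, with a 0.5 nM enzyme column as activation reference. PEP 0.5 mM, ADP 0.1 mM; ATP detected by luminescence after 1 h.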
Cycloheximide cs: counter-screen for Shiga toxin inhibitors: cycloheximide protein synthesis inhibition; cell reporter, cycloheximide protein synthesis inhibition counterscreen; max response, %; 12% of 300,000 active; AID 2314; in the data active = max response mostly above about 13%, no sharp cut-off; inactive = mostly below about 14%; note: read at 38.3 µM for the half of the compounds with a filed dose; 0% is about no effect
The depositor's hits bear a star; ? = inconclusive; . = no result given; [ ] = another dose, or the depositor's remark. Unless noted, calls come from the whole dose curve; as a rule, active = well fitted curve in the direction sought with a large enough effect; inconclusive = small, poorly fitted or top-dose-only effect, or another doubt; inactive = no such curve, though single readings can be large; an effect the other way counts as inactive or inconclusive.

SMILES	Shiga inhibitor	AmpC inh no detg	Pf growth 96h	Pf growth 48h	Tb PYK inh	LmPK inhibitor	Cycloheximide cs
CN1CCN(Cn2cc(/C=C/C(=O)c3ccccc3)c3ccccc32)CC1	61*	-26%	.	179%[activator]	6%	5%	33*
CCC1=C2CC[C@H]3C(=O)N(CC)C(=O)[C@H]3[C@H]2[C@@]2(Cc3ccccc3)C(=NCc3ccccc3)OC(=O)N2C1=O	-7	54%	?	?	6%	2%	-8
COc1ccc(-n2c(C)cc(C(=O)COC(=O)c3ccc(O)cc3O)c2C)cc1	.	-49%	12µM*	7.4µM*	3%	.	.
Cc1cc(S(=O)(=O)N2CCC3(CC2)OCCO3)c(C)cc1Cl	-8	55%	63%	4%	-4%	5%	-1
Cc1c(N=Cc2c(O)n(C)c(=O)[nH]c2=O)c(=O)n(-c2ccccc2)n1C	-6	-8%	57%[activator]	51%[activator]	0%	5%	1
CCNC(=S)NNC(=O)C(c1ccccc1)c1ccccc1	-21	-41%	-33%	-10%	4%	3%	-1
O=C(Cn1ccc([N+](=O)[O-])n1)NCc1cccs1	-7	-11%	39%[activator]	49%[activator]	-9%	-5%	0
NNc1ncnc2sc3c(c12)CCC3	9	-21%[11.4 µM]	?	?	0%	5%	4
Cc1cc(C)nc(/N=C(\N)Nc2ccc(S(=O)(=O)Nc3nccc(C)n3)cc2)n1	-7	-39%	4.1µM*	44%[activator]	-8%	-1%	-1
O=C(CN1CCN(C(=O)COc2cccc(F)c2)CC1)Nc1ccc(Cl)c(C(F)(F)F)c1	.	160%[activator]	?	?	2%	.	.
CNC(=S)N/N=C/c1cc(Br)c(OCc2ccncc2)c(OC)c1	.	-2%	?	?	-11%	1%	-1
COc1ccc(NS(=O)(=O)c2cc(NC(=O)[C@@H](NC(=O)c3ccccc3)C(C)C)ccc2C)cc1	-2	-32%	9.3µM*	9.3µM*	-4%	0%	-3
Cc1ccc(NC(=O)Cc2cn3ccsc3n2)nc1	34	-14%	.	13%	8%	1%	6
O=C(CN1C(=O)c2ccccc2S1(=O)=O)NCCSCc1ccco1	-7	-11%	.	20%	2%	7%	-4
Cc1ccc(S(=O)(=O)N2CCCCC2)cc1NC(=O)c1cccs1	.	-35%	?	?	0%	.	.
CC(C)(C)OC(=O)N1CCC(C(=O)N[C@@H](Cc2c[nH]c3ccccc23)C(=O)O)CC1	-10	-11%	20%	-4%	8%	-2%	-1
Cc1[nH]c(C)c(S(=O)(=O)N2CCN(c3cccc(Cl)c3)CC2)c1C(=O)N1CCCCC1	-2	115%[activator]	?	0%	-2%	-1%	15
CC1CC(C)CN(C(=O)COc2ccc([N+](=O)[O-])cc2Cl)C1 (stereo not given)	44	14%	?	?	0%	5%	8
Cc1ccc2c(c1)N(CC(=O)NCCc1c[nH]c3ccccc13)C(=O)CO2	-11	-25%	0%	-2%	1%	8%	-1
Cc1ccc(C(=O)C(C(=O)/C=C/c2ccccc2)=C2SCCCS2)cc1	40	-20%	9.3µM*	5.2µM*	-17%	5%	20*

A second format for some results above:
Molecule | Shiga inhibitor | AmpC inh no detg | Pf growth 96h | Pf growth 48h | Tb PYK inh | LmPK inhibitor | Cycloheximide cs
CNC(=S)N/N=C/c1cc(Br)c(OCc2ccncc2)c(OC)c1 | . | -2% | ? | ? | -11% | 1% | -1
COc1ccc(NS(=O)(=O)c2cc(NC(=O)[C@@H](NC(=O)c3ccccc3)C(C)C)ccc2C)cc1 | -2 | -32% | 9.3µM* | 9.3µM* | -4% | 0% | -3

Later entries.
SMILES	Shiga inhibitor	AmpC inh no detg	Pf growth 96h	Pf growth 48h	Tb PYK inh	LmPK inhibitor	Cycloheximide cs
COc1cccc(CNC(=O)Cc2ccc(NC(=O)C3=C(C)OCCS3)cc2)c1	41*	-42%	?	54%[activator]	2%	-16%	29*
Cc1cc(/C=C2\C(=O)NC(=S)N(C)C2=O)c(C)n1C1CCCCC1	21	-14%	-17%	1%	-17%	5%	13*
CC(OC(=O)c1cccc(S(=O)(=O)N2CCCC2)c1)C(=O)c1ccccc1 (stereo not given)	-25	2%	31%[activator]	18%	-1%	-7%	-3
O=CNc1ccccc1Oc1ccccc1	-7	-7%	8%	16%	3%	-1%	-3
CCOC(=O)CSc1nnc(CCCCCN2C(=O)c3cccc4cccc(c34)C2=O)o1	-11	141%[activator]	-30%	?	1%	-2%	-4
COc1ccc(NC(=O)/C(=C/c2cccnc2)NC(=O)c2cccs2)cc1	-5	-22%	4.1µM*	-6%	-16%	-2%	0
O=C(CSc1ncnc2sc3c(c12)CCCC3)c1ccco1	156*	-19%	-11%	39%[activator]	-19%	3%	68*
Cc1ccc(S(=O)(=O)N(CC(=O)Nc2cccc(N(C)S(C)(=O)=O)c2)c2ccc(Cl)c(Cl)c2)cc1	-3	-6%	?	13µM*	-9%	-1%	-2
NS(=O)(=O)c1ccc(CNC(=S)NCc2ccc(F)cc2)cc1	-9	-21%	10µM*	37%[activator]	-8%	-2%	-3
COc1ccc(/C=C/C(=O)NC(=S)NCCc2ccc(OC)c(OC)c2)cc1	-15	-21%	?	?	-6%	4%	-6
CCC(=O)NC(=S)Nc1ccc(S(=O)(=O)NC(C)C)cc1	-5	-24%	?	14%	-11%	2%	-3
CN(C(=O)CCN1C(=O)c2ccccc2C1=O)C1CCCCC1	-16	-5%	0%	.	-19%	-4%	-3
COc1ccc(S(=O)(=O)N(Cc2ccccc2)Cc2nc(-c3ccccc3)no2)cc1	-2	-24%	.	13µM*	1%	2%	1
OCCN1CCN(c2ncnc3nc[nH]c23)CC1	10	45µM*	-7%	4%	-3%	-3%	-4
O=C(NCc1ccccc1OC(F)(F)F)C1CCC(=O)N(C2CC2)C1 (stereo not given)	-8	-6%	12µM*	21%	-1%	-6%	1
COC(=O)[C@@H]1Cc2c([nH]c3ccccc23)C(C)(C)N1C(=O)CCl	18	-4%	?	12µM*	-8%	-1%	18
CCC(=O)Nc1nnc(-c2ccc(OC)cc2)o1	-8	-13%	50%[activator]	.	1%	-7%	-2
CCCOc1ccc(NC(=O)CNC(=O)c2cc(OC)cc(OC)c2)cc1OCCC	9	9%	-7%	.	-4%	0%	-3
CN=C(SCc1ccccc1)c1c(O)n(C)c(=O)n(C)c1=O	20	-38%	-27%	.	-5%	7%	0
CC(C)(C)OC(=O)N[C@@H](Cc1ccccc1)C(=O)NCC1CCC(C(=O)N[C@@H](CCC(N)=O)C(=O)O)CC1 (stereo not given in full)	9	-12%	-11%	2%[0.00184 µM]	2%	1%	-3
COCC(C)NC(=O)CCc1nnc(C2(c3ccc(Cl)cc3)CCC2)o1 (stereo not given)	41*	29%	-3%	14%	8%	4%	30*
CC(C)C1(CCNC(=O)c2cccs2)CCOC(C)(C)C1 (stereo not given)	-13	7%	?	?	0%	1%	-2
Cc1cccc(OCC(=O)N2CCOCC2)c1	-35	-1%	49%[activator]	52%[activator]	-7%	-4%	25
COc1ccccc1CCC(=O)Nc1cccc(S(=O)(=O)N2CCCCCC2)c1	.	-14%	-29%	?	9%	.	.
Nc1c(C(=O)CSc2nncn2-c2ccccc2)c(=O)[nH]c(=O)n1C1CC1	.	-5%	12µM*	?	1%	.	.
CN1CCN(c2nc3ccccc3nc2C(C#N)S(=O)(=O)c2ccccc2)CC1 (stereo not given)	-8	19%	6%	-14%	6%	6%	-2
CCN(CC)c1ccc(-c2nn3c(-c4ccccc4OC)nnc3s2)cc1	18	97%[activator]	11%[5.75 µM]	2.6µM*	-9%	6%	-1
CCOC(=O)Cc1csc(NC(=O)Nc2ccc(F)cc2)n1	14	-28%	-1%	-28%	-1%	-1%	12*
COc1ccc(Cn2c(O)c(C=Nc3ccccc3C(=O)O)c3ccccc3c2=O)cc1	-7	-32%	?	?	31%[activator]	1%	1
CC1(C)CC2CC(C)(CN2C(=O)c2cccs2)C1 (stereo not given)	-10	2%	?	6%	0%	3%	-5
CCCS(=O)(=O)N1CCC(C(=O)N2CCC(Cc3ccccc3)CC2)CC1	2	118%[activator]	?	-11%	0%	0%	-3
COc1ccc(/C=C2\SC(=S)N(CCCCCC(=O)Nc3cc(C)on3)C2=O)cc1OC	-9	2%	?	?	-7%	9%	1
CCc1ccc(NC(=O)Nc2ccon2)cc1	62*	-48%	?	159%[activator]	-4%	-3%	68*
CCOc1ccccc1NC(=S)N1CCCCCC1	12	-22%	0%	-5%	-5%	0%	-2
O=C(CCc1ccccc1)NNC(=S)NCCc1ccccc1	-7	-22%	-20%	0%	-2%	0%	1
COCCNC(=O)C(c1ccncc1)N(Cc1ccccc1)C(=O)Cn1nnc2ccccc21 (stereo not given)	42*	-5%	?	144%[activator]	6%	9%	33*
CC(C)C(CCNCc1ccccn1)c1ccc(Cl)cc1 (stereo not given)	3	2%	?	?	-18%	-7%	-3
Cc1cccc(/C(N)=N/OC(=O)c2ccncc2)c1	68*	17%	?	79%[activator]	0%	?	46*
COc1ccc(CC(=O)O/N=C(\N)c2ccncc2)cc1	82*	-1%	3%	4%	-3%	5%	15*
CC(=O)Nc1ccc(NC(=O)c2cc([N+](=O)[O-])cc([N+](=O)[O-])c2)cc1	-6	-16%	34%[activator]	-100%	-6%	-2%	2
N#CC1=C(N)NC(SCc2ccc(F)cc2)=C(C#N)C12CCCCC2	-14	-37%	?	?	-5%	2%	1
COc1ccc(C(=O)Nc2ccc(S(=O)(=O)Nc3nccc(C)n3)cc2)cc1OC	23	-12%	-4%	11%	-21%	-1%	-2
COc1ccc(NC(=O)Cn2cc(C#N)c3ccccc32)cc1	-10	-16%[11.4 µM]	33%[activator]	?	-5%	8%	-1
Cc1ccc(/C=C2\Oc3c(ccc(O)c3CN3CCN(CCO)CC3)C2=O)cc1	32	14%	?	?	1%	-13%	-2
COc1ccc(OC)c(S(=O)(=O)N2CCCC2C(=O)NC(C)c2ccccc2)c1 (stereo not given)	-8	64%[activator]	-10%	-17%	1%	2%	-2
Cc1ccc(NC(=O)Nc2cccc([N+](=O)[O-])c2)cc1F	54*	-54%	?	12%	-6%	0%	31*
CC(C)NCC(=O)C12CC3CC(CC(C3)C1)C2	15	-14%	27%	2%	-5%	-4%	0
Cc1ccc(C(=O)Nn2cnc3scc(-c4cccs4)c3c2=O)c(O)c1	-5	-42%	-3%	.	7%	0%	9
Cn1ncc(Br)c1C(=O)NC12CC3CC(CC(C3)C1)C2	1	6%	-11%	14%	1%	-6%	-4
Cc1cc([N+](=O)[O-])ccc1NC(=O)Cc1ccc(F)cc1	-4	-22%	141%[activator]	?	-1%	1%	-3
O=C(Oc1ccc2c(c1)OCO2)c1cc2c(s1)CCC2	-9	16µM*	?	?	-5%	-9%	-2
COc1ccc(OC)c(NC(=O)c2cc(-c3ccc(C)cc3O)n[nH]2)c1	1	-16%	.	10µM*	6%	8%	10

Not a hit list. Share with any hit: about 22%.
